Source: PubChem (The Scripps Research Institute Molecular Screening Center)
OX1R antag-1: human HCRTR1 antagonism; CHO/OX1R cells, Fluo-8 calcium fluorescence, orexin A; inhibition, % at 5 µM; 330,000 compounds, 0.43% hits; AID 434989;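 active = inhibition above its plate's threshold, mean inhibition of all tested compounds on the plate plus 3 SD, cut at about 37% in these data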;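 note: 0% = orexin A challenge wells and 100% = SB-334867-A antagonist wells; not every result past the cut was called active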
Target sequence (O43613 whole entry, looked up): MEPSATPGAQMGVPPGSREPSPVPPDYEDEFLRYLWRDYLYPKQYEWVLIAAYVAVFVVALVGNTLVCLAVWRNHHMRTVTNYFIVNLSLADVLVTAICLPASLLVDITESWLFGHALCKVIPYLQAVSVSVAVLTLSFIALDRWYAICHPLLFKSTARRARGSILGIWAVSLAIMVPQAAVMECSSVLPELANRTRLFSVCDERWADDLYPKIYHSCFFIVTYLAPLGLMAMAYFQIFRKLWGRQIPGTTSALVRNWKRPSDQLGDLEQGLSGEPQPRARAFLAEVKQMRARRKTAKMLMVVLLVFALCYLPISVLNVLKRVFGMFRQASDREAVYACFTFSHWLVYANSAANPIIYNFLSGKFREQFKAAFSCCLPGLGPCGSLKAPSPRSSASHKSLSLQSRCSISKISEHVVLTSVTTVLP
OX1R antag-2: OX1R (human) antagonism; 330,000 compounds, 1.8% hits; AID 485270; OX1R-expressing cells, FRET antagonist read-out; inhibition, % at 6.6 µM; in the data active = inhibition mostly above about 38%, no sharp cut-off; inactive = mostly below about 40%;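 note: 0% = agonist challenge alone and 100% = reference antagonist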
An asterisk follows results filed as active.

OX1R antag-1	OX1R antag-2	SMILES
-9	2	CNC(=O)CC1C(=O)N(C)C(=S)N1NC(=O)c1ccccc1 (configuration not stated)
-17	10	COC(=O)c1ccccc1NC(=O)NC1CCCC1
1	9	CCOc1ccc2[nH]c(C)cc(=O)c2c1
-8	-2	O=C(CN1CCOCC1)Nc1ccc(Oc2ccc(NC(=O)CN3CCOCC3)cc2)cc1
-44	20	Cc1nn(C)c(C)c1S(=O)(=O)N(CC(=O)NCc1cccs1)c1ccc(C(C)C)cc1
-18	-1	CC(=O)N1N=C(C)CC1c1ccc(OCc2ccccc2)cc1 (configuration not stated)
-7	29	Cc1cc(C)n2ncc(C(=O)Nc3ccc4c(c3)OCO4)c2n1
-15	6	CC(Oc1cccc(Cl)c1)C(=O)Nc1cc(=O)n(C)c(=O)n1C (configuration not stated)
-27	11	COc1ccc(S(=O)(=O)N2CCCCCC2)cc1C(=O)N(C)CC(=O)Nc1c(Cl)cccc1Cl
9	0	CN1CCN(S(=O)(=O)c2ccc3c(c2)C(C)(C)C(=O)N3C)CC1
-21	21	O=C(NCc1ccc(Cl)s1)c1cc(COc2c(F)cccc2F)on1
-5	0	C=CCn1c(COc2ccc(OC)cc2)nnc1SC(C)C(=O)NC1CC1 (configuration not stated)
2	13	CCN(CC)S(=O)(=O)c1ccc(/C=C/C(=O)OCC(=O)NCc2cccs2)cc1
0	14	COc1ccc(-c2csc(NC(=O)c3ccc(S(C)(=O)=O)cc3)n2)cc1
0	-2	CCOc1ccc(CN2CCNC(=O)C2CC(=O)N(C)C2CCCCC2)cc1 (configuration not stated)
-14	19	O=C(NCCCN1CCN(C2CCCCC2)CC1)Nc1ccccc1C(F)(F)F
-4	1	Cc1cc(Br)ccc1NS(=O)(=O)c1c(C)[nH]c(=O)[nH]c1=O
-28	34	Cc1ccc(C(Sc2ccccc2)C(Cn2cncn2)C(=O)c2ccccc2)cc1 (configuration not stated)
-10	24	CCCCS(=O)CC(COC)OC(=O)c1ccccc1 (configuration not stated)
-25	17	NC(=O)c1ccccc1N/C=C/C(=O)c1ccccc1
-5	14	O=C1CC(c2c[nH]c3ccccc23)C(=O)N1c1ccccc1 (configuration not stated)
2	8	Oc1ccc(Br)cc1-c1cc(-c2ccccc2F)[nH]n1
-8	17	Cc1nnc2ccc(-c3ccc(NS(=O)(=O)c4ccccc4F)cc3)nn12
-25	3	O=C(Nc1ccc2c(c1)OCO2)C1CC(c2ccc(F)cc2)=NO1 (configuration not stated)
-21	14	COc1ccc(S(=O)(=O)NCC2CCCN(CC(C)(C)C)C2)cc1 (configuration not stated)
-14	28	O=C(CSc1nc2ccc([N+](=O)[O-])cc2[nH]1)NC1CCCCCC1
-10	-5	CCN1CCN(C(CNS(=O)(=O)c2ccccc2)c2ccccc2)CC1 (configuration not stated)
-19	14	CC(=O)NNc1ncnc2c1cnn2-c1ccc(C)c(C)c1
-37	6	Cc1cc(S(=O)(=O)N2CCCC(N3CCOCC3)C2)c(C)cc1Cl (configuration not stated)
3	12	COc1ccc(CNCc2cc3c(C(C)(C)C)nn(-c4ccccc4)c3[nH]c2=O)cc1
-16	9	CN1CCN(Cc2cn(C)nc2-c2ccccc2F)CC1c1ccccc1 (configuration not stated)
-11	9	Cc1c(C(=O)Nc2ccc(-c3nnc4n3CCCCC4)cc2)oc2ccc(Br)cc12
-11	6	CC1=C(C(=O)OC(C)C)C(C)NC(=O)N1 (configuration not stated)
-11	28	O=C(Nc1ccc(OCC(=O)N2CCOCC2)cc1)c1cccc(Cl)c1
-18	17	O=C(CSc1nnc(Cn2c(=O)sc3ccccc32)n1-c1ccccc1)NCC1CCCO1 (configuration not stated)
-4	4	Cc1cscn1
-32	24	CCOc1nc(NCc2ccco2)nc(Nc2ccccc2F)n1
-20	14	O=C(NCc1ccccc1F)C1CCCN(C(=O)NC2CCCCC2)C1 (configuration not stated)
-14	10	Cc1cccc(C(=O)OC(C)C(=O)N2CCc3ccccc3C2)c1C (configuration not stated)
-8	14	CCNc1nc(NC(C)(C)C)nc(Oc2ccc(=O)n(-c3ccccc3)n2)n1
-33	19	c1ccc(CN2CCN(CCOCCOc3cccc4ccccc34)CC2)cc1
-16	189*	CCNC(=O)c1ccc2c(c1)S(=O)(=O)c1ccccc1C2=O
-20	3	O=C(COc1ccccc1F)NC12CC3CC(CC(C3)C1)C2
-26	17	COc1ccc(CN(Cc2cccnc2)S(=O)(=O)c2ccc(-n3cnnn3)c(OC)c2)cc1
-22	10	CN1/C(=C\C(=O)CSc2nnc(N)s2)C(C)(C)c2ccccc21
-10	4	C[C@@H]1C[C@@H]2OC(=O)[C@]3(C)[C@H]2[C@@H](OC3(C)O)[C@]2(C)C(=O)C=C[C@H]12 (some centres not stated)
-30	14	CC(=O)c1ccc(NC(=O)c2cccc(S(=O)(=O)N3CCN(C)CC3)c2)cc1
-7	1	CCN(CC)CCCNC(=S)N1CCC(c2nc3ccccc3[nH]2)CC1
7	41	CC(C)CNc1cc(Cl)c(S(=O)(=O)NCC(C)C)cc1C(=O)O
-6	38	Nc1cc2nc3ccccc3oc-2cc1=O
-23	6	Cc1ccc(Sc2ncccc2C(=O)NCC(c2ccc(F)cc2)N2CCOCC2)c(C)c1 (configuration not stated)
-7	8	CCOCCCn1c(SCc2nc3sc(C(=O)O)c(C)c3c(=O)[nH]2)nnc1-c1ccc(Cl)cc1
-38	16	COc1cccc(NC(=O)c2oc3ccccc3c2NC(=O)C(C)(C)C)c1
7	11	CCOc1ccccc1NC(=O)CSc1nnc2c(CC)c(C)nc(N)n12
-17	1	CN(C)c1ccc(S(=O)(=O)N2CCCCC2)cc1NC(=O)CCNC(=O)c1ccco1
-42	9	CCCCNC(=O)C(CC)(ONc1ccccc1C(F)(F)F)c1ccccc1OC (configuration not stated)
3	13	Cc1ccc(Cn2ncc(Cl)c(Cl)c2=O)cc1
-3	21	ONC(=Nc1ccccc1)C(=Nc1ccccc1)NO
-16	2	CN(Cc1ccccc1)C(=O)CN(C1CCCCC1)S(C)(=O)=O
-9	0	COc1ccc(C(=O)Nc2ccccc2-c2nnn(CC(=O)N3CCOCC3)n2)cc1

The results go on.
OX1R antag-1	OX1R antag-2	SMILES
-35	4	S=c1[nH]nc(-c2cccs2)n1/N=C/c1cn(-c2ccccc2)nc1-c1cccs1
-27	10	Cc1ccc(-c2nc(CS(=O)CC(=O)NCCN3CCOCC3)c(C)o2)cc1 (configuration not stated)
-27	2	N#Cc1ccc(Oc2cc(C(F)(F)F)nc(-c3ccccn3)n2)cc1
-10	14	O=C(NCCNC(=O)c1cc(OCC(F)(F)F)ccc1OCC(F)(F)F)Nc1ccc(OC(F)(F)F)cc1
-15	6	Cc1ccc(C(=O)CSc2nnc3ccccn23)c(C)c1
87*	98*	Cc1nn(-c2ccccc2)c(C)c1/C=N/NC(=O)c1cc(-c2ccccc2)n[nH]1
5	2	O=C(/C=C/Nc1cccc(C(F)(F)F)c1)C(F)(F)F
-11	2	Cn1c(=O)c2cc(S(=O)(=O)NCCC(=O)NC3CCCCCCC3)ccc2n(C)c1=O
-5	-3	O=C(Nc1cccs1)Nc1c(F)cc(F)cc1Br
-17	12	O=C(NCCc1ccc(Cl)cc1)C1CCN(S(=O)(=O)c2ccc(Br)s2)CC1
-18	29	Cc1ccc(NC(=O)CCn2cccc2)cc1Cl
-1	-2	O=C(Cn1cnc2ccccc21)OCC(=O)N1CCCCC1
-11	22	COc1ccc(NC(=O)N2c3ccc(OC)cc3C(C)=CC2(C)C)cc1
-34	6	COc1ccc(CN2CCCC(C(=O)c3ccc(Cl)cc3)C2)cc1Cn1cncn1 (configuration not stated)
-31	1	CCOC(=O)c1ccc(-c2c(-c3ccccc3OC)sc3cc4c(cc23)OCO4)cc1F
-4	24	Clc1c(Cl)c(Cl)c2n[nH]nc2c1Cl
-4	6	CCc1nnc(NC(=O)C2CCCN2C(=O)Nc2ccc(Cl)cc2)s1 (configuration not stated)
38	26	CCCCNc1c(-c2ccc(SC(C)CC)cc2)nc2cnccn12 (configuration not stated)
-14	6	CCN(CC)/C(Sc1ccccc1)=C(/C(Cl)=C(Cl)Cl)[N+](=O)[O-]
-11	3	CCOC(=O)C1=C(C)N=c2s/c(=C\c3ccc(OCC(=O)O)cc3)c(=O)n2C1c1ccccc1OC (configuration not stated)
-7	23	Cc1ccc(C(=O)NC(=S)NCC(=O)c2ccccc2)cc1
-33	7	CCOc1ccc(NC(=S)NC(=O)/C=C/c2ccco2)cc1
-14	-14	CC(=O)Nc1ccc(NC(=O)C2c3ccccc3Oc3ccccc32)cc1
3	3	CC1(C)NC(=O)N(CC(=O)N2CCN(S(=O)(=O)c3cc(Cl)ccc3Cl)CC2)C1=O
-2	18	COC(=O)C1(CCSC)NC(c2ccc(O)cc2)C2C(=O)N(c3ccc4c(c3)OCCO4)C(=O)C21 (configuration not stated)
-8	2	CC(=O)c1ccc(Oc2ncnc3sccc23)cc1
-9	2	Cc1cc2ncn(CC(C)C)c2cc1C
-17	4	CC1(C)CC(=O)C(C=NCCN2CCN(C(=O)CCl)CC2)=C(O)C1
-17	9	O=C(NC1CCCC1)C1CCN(C(=O)c2ccc(Cl)cc2Cl)CC1
-17	22	O=C(NN=c1c(=O)c2ccccc2c1=O)c1ccccc1
-16	10	CCOc1cc(S(=O)(=O)NCc2cccs2)ccc1Cl
6	-1	CCc1nnc(NC(=O)c2cc(Cl)ccn2)s1
-21	0	O=C(Nc1cnn(Cc2ccc(F)cc2)c1)c1cnccn1
-52	29	CCCSc1ccc([C@@H]2[C@H]3C(=O)N(CC)C(=O)[C@H]3[C@]3(C(=O)OC)CCCCN23)cc1
-26	15	O=C(Nc1ccccc1Cl)NC1(C(=O)N2CCOCC2)CCCCC1
-15	8	CC(=O)c1ccc(S(=O)(=O)Nc2cccc(-c3ccc4nncn4n3)c2)cc1
-1	4	CN1CCCN(C(=O)c2cccc(Br)c2)CC1
-20	10	CCOC(=O)c1c(S(=O)(=O)N2CCN(c3ccc(C(C)=O)cc3)CC2)c(C)n(C)c1C
-19	1	COc1ccccc1C(=O)NCCC(=O)N(C)Cc1cccnc1
-31	20	COc1ccc(NS(=O)(=O)c2ccc(N3CCOCC3)c(NC(=O)c3ccc(F)cc3)c2)cc1
-3	7	O=C(c1c(Cl)cccc1Cl)N1CCN(c2ccccn2)CC1
4	12	COc1cccc(C(=O)N2CCN(c3ncccn3)CC2)c1
-4	3	Cc1cccc(N2CCN(S(=O)(=O)c3ccc(S(=O)(=O)N4CCCC4)cc3)CC2)c1C
-10	7	CS(=O)(=O)/C(C#N)=C/c1cccn1S(=O)(=O)c1ccccc1
-2	15	Cc1ccc(NC(=O)C(c2ccccc2)N2CCN(C(=O)c3ccco3)CC2)cc1Cl (configuration not stated)
-12	15	CC(C)(C)c1nnc(NC(=O)c2ccc3c(c2)OCO3)s1
-5	23	O=C(CSc1nc2c(c(=O)[nH]1)CCC2)Nc1cccc(F)c1
-6	14	Cc1ccc(Oc2ncc(CN3CCOCC3)s2)cc1
-9	7	COc1ccc(S(=O)(=O)NCc2cc(=O)n(C)c(=O)n2C)cc1C
-13	-6	COC(=O)Cn1cc(C(=O)C(C)(C)C)c2ccccc21
-32	17	COc1ccc(-c2n[nH]c3c2CN(C(=O)c2ccccc2)CC3)cc1
-20	5	Cc1ccc2c(c1)N(CC(=O)Nc1ncccc1C)C(=O)C(C(C)C)O2 (configuration not stated)
-10	8	CCC(CO)n1cnnc1-c1ccncc1 (configuration not stated)
-6	17	CCCCOc1ccc(/C(O)=C2/C(=O)C(=O)N(CCN(C)C)C2c2ccc(O)c(OC)c2)cc1 (configuration not stated)
-9	19	COc1ccc(NC(=O)Cn2c(C)cc(=O)c3cccc(OC)c32)cc1
0	49*	O=[N+]([O-])c1ccc(S(=O)(=O)CC(CN2CCOCC2)N2CCOCC2)cc1 (configuration not stated)
-10	11	O=C(CN(Cc1cccs1)S(=O)(=O)c1ccc(S(=O)(=O)N2CCCCC2)cc1)Nc1ccccc1
-28	18	COc1cc(C)ccc1OCc1cc(C(=O)N2CCN(C3CCCCC3)CC2)no1
-30	11	O=C(COC(=O)C1CC(O)CN1C(=O)Oc1ccccc1)c1ccc(Br)cc1 (configuration not stated)

By substructure: the entries above containing an NH in an aromatic ring.
OX1R antag-1	OX1R antag-2	SMILES
1	9	CCOc1ccc2[nH]c(C)cc(=O)c2c1
-4	1	Cc1cc(Br)ccc1NS(=O)(=O)c1c(C)[nH]c(=O)[nH]c1=O
-5	14	O=C1CC(c2c[nH]c3ccccc23)C(=O)N1c1ccccc1 (configuration not stated)
2	8	Oc1ccc(Br)cc1-c1cc(-c2ccccc2F)[nH]n1
-14	28	O=C(CSc1nc2ccc([N+](=O)[O-])cc2[nH]1)NC1CCCCCC1
3	12	COc1ccc(CNCc2cc3c(C(C)(C)C)nn(-c4ccccc4)c3[nH]c2=O)cc1
-7	1	CCN(CC)CCCNC(=S)N1CCC(c2nc3ccccc3[nH]2)CC1
-7	8	CCOCCCn1c(SCc2nc3sc(C(=O)O)c(C)c3c(=O)[nH]2)nnc1-c1ccc(Cl)cc1
-35	4	S=c1[nH]nc(-c2cccs2)n1/N=C/c1cn(-c2ccccc2)nc1-c1cccs1
87*	98*	Cc1nn(-c2ccccc2)c(C)c1/C=N/NC(=O)c1cc(-c2ccccc2)n[nH]1
-4	24	Clc1c(Cl)c(Cl)c2n[nH]nc2c1Cl
-5	23	O=C(CSc1nc2c(c(=O)[nH]1)CCC2)Nc1cccc(F)c1
-32	17	COc1ccc(-c2n[nH]c3c2CN(C(=O)c2ccccc2)CC3)cc1
